N370S GC mod – qHTS Assay for Inhibitors and Activators of N370S glucocerebrosidase as a Potential Chaperone Treatment of Gaucher Disease | Lysosomal acid glucosylceramidase (Homo sapiens), P04062 | N370S GC spleen homogenate, 4MU-glucoside fluorescence | Potency, µM (series often up to 59.4 µM), without a hit: at the top dose activity change, negative = inhibition, hits mostly inhibitors | 330,000 compounds, 0.092% hits;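 note: 0% = full enzyme activity and -100% = no enzyme basal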
FEN1 inh – qHTS Assay for the Inhibitors of Human Flap endonuclease 1 (FEN1); Potency, µM (titrated, usually from 114 µM), for the others: at the top dose activity change, negative = inhibition, usual class: inhibitors; P39748; Recombinant FEN1 flap cleavage, fluorescence, 15 min; 390,000 compounds, 0.35% hits; AID 588795, 2011; note: nearly all actives have a fitted effect of over 65% in size
Target sequence (P39748 whole entry, looked up): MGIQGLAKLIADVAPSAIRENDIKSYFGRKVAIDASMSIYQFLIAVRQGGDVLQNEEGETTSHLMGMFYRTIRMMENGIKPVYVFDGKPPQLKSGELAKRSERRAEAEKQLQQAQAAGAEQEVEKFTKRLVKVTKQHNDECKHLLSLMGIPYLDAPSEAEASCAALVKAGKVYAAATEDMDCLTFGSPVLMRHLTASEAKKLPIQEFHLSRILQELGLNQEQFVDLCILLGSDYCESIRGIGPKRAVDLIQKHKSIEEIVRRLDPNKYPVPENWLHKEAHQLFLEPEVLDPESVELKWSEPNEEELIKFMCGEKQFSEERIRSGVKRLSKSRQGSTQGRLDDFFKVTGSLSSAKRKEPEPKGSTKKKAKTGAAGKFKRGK
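Enzyme 10 nM, 15 min RT preincubation with compound; start with substrate 50 nM final; reads at 0 and 15 min; qHTS titration, four-parameter Hill fit.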
TDP1 block – qHTS Assay for Inhibitors of Tyrosyl-DNA Phosphodiesterase (TDP1); 350,000 compounds, 0.28% hits; recombinant TDP1, AlphaScreen DNA substrate cleavage; Potency, µM (series often up to 130 µM), for inactives: at the highest dose activity change, negative = inhibition, usual class: inhibitors; Tyrosyl-DNA phosphodiesterase 1 (Homo sapiens), Q9NUW8; note: nearly all actives have a fitted effect of over 40% in size
Target sequence (Q9NUW8 whole entry, looked up): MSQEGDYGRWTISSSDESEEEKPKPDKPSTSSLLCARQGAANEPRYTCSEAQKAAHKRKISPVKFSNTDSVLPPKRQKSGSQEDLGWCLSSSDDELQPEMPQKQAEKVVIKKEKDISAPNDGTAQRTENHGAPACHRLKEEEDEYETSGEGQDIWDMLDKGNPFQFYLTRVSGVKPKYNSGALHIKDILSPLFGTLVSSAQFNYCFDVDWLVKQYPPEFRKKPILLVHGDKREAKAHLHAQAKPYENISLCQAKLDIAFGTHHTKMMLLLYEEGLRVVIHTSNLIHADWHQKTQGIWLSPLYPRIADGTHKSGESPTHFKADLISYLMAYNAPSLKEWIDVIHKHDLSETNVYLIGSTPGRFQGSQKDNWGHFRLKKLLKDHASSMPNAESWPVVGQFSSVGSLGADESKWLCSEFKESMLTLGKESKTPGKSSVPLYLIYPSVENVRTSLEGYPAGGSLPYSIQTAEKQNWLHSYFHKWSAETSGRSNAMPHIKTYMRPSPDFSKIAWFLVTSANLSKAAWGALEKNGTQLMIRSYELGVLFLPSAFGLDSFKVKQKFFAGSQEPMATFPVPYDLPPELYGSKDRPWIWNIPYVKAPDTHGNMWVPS
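Recombinant E. coli-expressed Tdp1 (1 nM) preincubated with compound 15 min at RT, then 5'-biotin/3'-phosphotyrosine-FITC DNA substrate (15 nM) added for 5 min. AlphaScreen beads (10 ug/ml) added, 10 min RT; tyrosine-FITC cleavage read as signal loss.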
The depositor's hits bear a star; ? = inconclusive; . = no result given; & = joins results of further samples; [ ] = another dose, or the depositor's remark. Calls come from the whole dose curve; as a rule, active = well fitted curve in the direction sought with a large enough effect; inconclusive = small, poorly fitted or top-dose-only effect, or another doubt; inactive = no such curve, though single readings can be large; an effect the other way counts as inactive or inconclusive. Unless noted, % is set by controls: 0 for no effect and ±100 for the full control effect; potency is the fitted concentration of half-maximal effect.

SMILES	N370S GC mod	FEN1 inh	TDP1 block
O=C(Cn1c(=O)oc2ccccc21)N(Cc1ccccc1)C1CCS(=O)(=O)C1 (stereo unspecified)	2%	-3%	6%
Nc1nc2c(ncn2C2C[C@H](O)[C@@H](CO)O2)c(=O)[nH]1 (stereo partly specified)	0%	1%	.
Cc1cc(Cl)ccc1OCC(=O)NCCOc1nc(N2CCOCC2)nc(N2CCOCC2)n1	4%	1%	7%
O=C(NCCc1csc(-c2ccc(F)cc2)n1)C(=O)Nc1ccc(Cl)cc1	.	22%	2%
CSc1ccccc1-c1nnc(NC(=O)Cc2ccccc2)o1	-2%	1%	2%
CCSC(C)CC1CC(=O)CC(=O)C1 (stereo unspecified)	9%	-1%	-6%
COc1c(C)cc(C(=O)C2CCCN(C(=O)c3ccc4cc[nH]c4c3)C2)cc1C (stereo unspecified)	13%	-3%	-1%
O=C(COCc1cc(-c2cccs2)on1)N1CCN(c2ccc(F)cc2)CC1	.	-17%	0%
O=C(O)CCCCCCC1C(=O)NC(=O)N1CCC(O)C1CCCCC1 (stereo unspecified)	23%	-17%	0%
COc1ccccc1CNC(=O)/C=C/c1ccc(Br)o1	-2%	5%	-10%
OCC1(CCCc2ccccc2)CCN(Cc2ccc(F)cc2)CC1	-9%	7%	1%
O=C(O)CN1C(=O)C2C3C=CC(C3)C2C1=O (stereo unspecified)	9%	4%	-5%
CCn1ncc(Br)c1C(=O)Nc1ncc(C)s1	3%	2%	3%
Cc1cc(CSC(=N)N)c(CSC(=N)N)cc1C	-6%	8%	1%
COc1cc(OC)c(C(C)=O)c(O)c1C	3%	.	8%
COC(=O)C(c1ccccc1)C1(O)CC(C)N(C)CC1C (stereo unspecified)	-7%	-1%	.
CC(=O)N1c2ccc(S(=O)(=O)N3CCC(C(=O)N4CCCC(C)C4)CC3)cc2CC1C (stereo unspecified)	-14%	6%	2%
O=C(COC(=O)c1cc(S(=O)(=O)N2CCCC2)ccc1O)NCc1ccccc1	0%	-1%	-11%[0.505 µM]
COCCN(C(=O)/C=C/c1cccc([N+](=O)[O-])c1)c1c(N)n(Cc2ccccc2)c(=O)[nH]c1=O	4%	2%	0%
CC(C)(C)C(=O)/C(C#N)=c1\s/c(=C\c2ccncc2)c(=O)n1CCCN1CCOCC1	-4%[2.35 µM]	.	-4%
C/C=C/COC(=O)c1[nH]c2c(c1C)C(=O)CC(c1ccc(N(C)C)cc1)C2 (stereo unspecified)	22%	-16%	6%
CCOC(=O)c1c(NC(=O)Cn2nc([N+](=O)[O-])c(Br)c2C)sc2c1CCC(C)C2 (stereo unspecified)	27%	11%	7%
Cc1c(C(=O)Nc2ccccn2)sc2nc3n(c(=O)c12)CCC3	-1%	4%	2%
Cc1ccccc1-n1nc(C(=O)c2cccs2)cc(-c2nc3ccccc3[nH]2)c1=N	-27%	3%	10%
Cc1cccc(NC(=O)c2cccc(S(=O)(=O)Nc3ccccc3C(=O)O)c2)c1	17%	14%	.
Cn1c(Cc2csc(N)n2)nnc1SC/C=C/c1ccccc1	3%	-8%	7%
CCCCCOC(=O)C1[C@H]2C(=O)N(CCCOC)C[C@]23C=C[C@H]1O3 (stereo partly specified)	10%	-4%	-2%
CCOC(=O)CSc1nc2ccccc2c(=O)n1CC1COc2ccccc2O1 (stereo unspecified)	25%	-8%	-1%
Cc1ccc(C)c(N2CCN(Cc3nnc(-c4ccc5c(c4)OCO5)o3)CC2)c1	.	3%	5%
Cc1ccc(C)c(NC(=O)c2cc(C)nc3ccccc23)c1	-1%	-4%	.
O=S(=O)(c1ccc(F)cc1)n1ccc2cccnc21	4%	-14%	2%
CCOC(=O)C1=C(C)NC(=O)NC1c1ccoc1 (stereo unspecified)	4%	-1%	3%
COc1ccc(NC(=O)CCN2CCOCC2)c(OC)c1	5%	8%	5%
COc1cccc(CC(=O)OCC(=O)c2cc(OC)c(OC)c(OC)c2)c1	.	1%	0%
COCCC1CCCCN1C(=O)c1cc(COc2ccc(C)nc2)on1 (stereo unspecified)	-1%	-5%	6%
O=C(CSc1nnc(-c2cccc(F)c2)o1)N1CCOCC1	-12%	-6%	14%
COc1cccc(/C=C2\Oc3cc(OCC(=O)N4Cc5ccccc5C[C@H]4C(=O)O)ccc3C2=O)c1	-3%	?	.
Cc1nc([N+](=O)[O-])cn1-c1ccc(N)cc1	-8%	7%	0%
COc1cccc2cc(C(=O)OC3CCN(C)CC3)c(=O)oc12	-8%	14%	-3%
O=c1n(CCCN2CCN(c3cccc(Cl)c3)CC2)nc2ccccn12	5%	-1%&-4%	5%
CC(/C=C1\SC(=S)N(NC(=O)c2ccc(C)cc2)C1=O)=C\c1ccccc1	2%	-6%	8%
O=C(NCCc1ccc(F)cc1)C(=O)NCC(c1ccco1)S(=O)(=O)c1cccs1 (stereo unspecified)	.	-1%	-8%
CSCC[C@H](N)C(=O)N[C@@H](CCCN=C(N)N)C(=O)N[C@@H](CC(C)C)C(=O)N[C@@H](Cc1ccccc1)C(=O)N[C@H](C(=O)O)C(C)C	-4%	.	10%
Cc1ccc(-c2noc(CCCC(=O)Nc3cccnc3)n2)cc1	2%	7%	7%
COc1ccccc1CNC(=O)C(CC(C)C)N1Cc2ccccc2C1=O (stereo unspecified)	.	-15%	-1%

Retrieved by structure from the list above, 4 records:
SMILES	N370S GC mod	FEN1 inh	TDP1 block
COc1ccccc1CNC(=O)C(CC(C)C)N1Cc2ccccc2C1=O (stereo unspecified)	.	-15%	-1%
COCCC1CCCCN1C(=O)c1cc(COc2ccc(C)nc2)on1 (stereo unspecified)	-1%	-5%	6%
Cc1nc([N+](=O)[O-])cn1-c1ccc(N)cc1	-8%	7%	0%
Cc1ccc(-c2noc(CCCC(=O)Nc3cccnc3)n2)cc1	2%	7%	7%

Carrying on.
SMILES	N370S GC mod	FEN1 inh	TDP1 block
O=C(OCC#CCSc1nc2ccccc2o1)c1cc2ccccc2o1	3%	12%	.
CC1CCN(c2nc(-c3ccncc3)nc3ccccc23)CC1	13%	-4%	0%
Cn1c(=O)n(CCc2ccccc2)c(=O)c2c1nc1n2CCCN1CCc1ccccc1	?	-10%	9%
O=C(COC(=O)CSc1ccc(F)cc1)NCC1CCCCC1	-3%	-5%	0%
NC(=O)CN(Cc1ccccc1)S(=O)(=O)c1ccc2c(c1)OCCO2	16%	-10%	-2%
O=C1CC(N2CCC(c3nc4ccccc4s3)CC2)C(=O)N1Cc1ccccc1 (stereo unspecified)	4%	-5%	4%
COc1cc2c(cc1NC(=O)C1CCCO1)oc1ccccc12 (stereo unspecified)	?	?	1%
Cc1ccc(S(=O)(=O)CCc2nnc(NC(=O)c3cnccn3)s2)cc1	6%	11%	9%
CC(=O)Oc1cccc(C(=O)O)c1OC(C)=O	-4%	.	7%[56.1 µM]
CCOc1ccc(-n2cc(-c3ccccc3)c3c(N4CCC(C)CC4)ncnc32)cc1	.	-11%	3%
COc1cc(Cl)c(C)cc1Nc1nc2ccccc2n2cnnc12	.	15%	2%
Cc1c(CCO)c(=O)[nH]n1S(=O)(=O)c1ccc(Cl)cc1Cl	-7%	-9%	2%
CCOC(=O)c1cccc(NC(=O)CSc2nc3cccnc3n2C)c1	13%	-1%	7%
O=C(Cc1ccc(F)cc1)NCc1cccnc1	3%	1%	2%
CSCCC(NC(=O)c1ccc([N+](=O)[O-])cc1Cl)C(=O)OCC(=O)NCCCc1ccccc1 (stereo unspecified)	18%	12%	5%
COc1ccc(-c2sc3ccc(OC)cc3c2-c2ccc(O)cc2)cc1	.	-6%	2%
COCCNC(=O)CN(c1cccc(OC)c1)S(=O)(=O)c1ccc(C)cc1	4%	-10%	-2%
CC1CC(C)CN(C(=O)CSc2nnc(N)s2)C1 (stereo unspecified)	-5%	-13%	-3%
COc1ccc(OC)c(S(=O)(=O)N(C)CC(=O)N2CCN(c3cccc(Cl)c3)CC2)c1	-14%	-2%	0%
C=CCn1c(C)cc(C(=O)CN2C(=O)c3ccccc3S2(=O)=O)c1C	.	1%	5%
CCC(C)NC(=O)CSc1nc2c(sc(=S)n2-c2cc(Cl)ccc2OC)c(=O)[nH]1 (stereo unspecified)	3%	0%	.
O=[N+]([O-])c1ccc(-c2cn(-c3ccccc3F)c(=S)[nH]2)cc1	23%	12%	-5%
Cc1cccc2c1N(CCOc1ccccc1)C(=O)C2=O	-6%	1%	6%
CCn1c(SCC(=O)Nc2cc(OC)ccc2OC)nc2c(c1=O)SCC2	-5%	0%	4%
Cc1ccc(SC[C@H](c2ccccc2)N2CCN(CC(C)C)CCC2=O)cc1	11%	-10%	-2%
COCCn1c(SCC(=O)Nc2cc(C)on2)nc2cc(Cl)ccc2c1=O	.	2%	-5%
O=C(N/N=C/c1ccc(-c2ccccc2[N+](=O)[O-])o1)c1cncc(Br)c1	1%	-13%	8%
N#CC1=C2SCN(c3ccccc3)CN2C(=O)CC1c1ccccc1Cl (stereo unspecified)	1%	?	10%
CCCCN(C)C(=O)C1CCCN(c2ncnc3onc(C)c23)C1 (stereo unspecified)	.	6%	3%
COc1ccccc1OCCOCCOc1ccc(C)cc1[N+](=O)[O-]	-8%	-19%	2%
O=S(=O)(NCCc1csc(-c2cccnc2)n1)c1ccc(Cl)s1	-8%	-5%	5%
O=C(O)c1cccc2c1C(=O)c1ccc(-c3ccc(Cl)c(C(F)(F)F)c3)cc1S2(=O)=O	.	-2%	-5%
CCOC(=O)C1=C(COC(=O)/C=C/c2cccc(Br)c2)NC(=O)NC1C (stereo unspecified)	.	-10%	0%
Cc1cccc(NC2=NC(=S)N(c3cccc(C(=O)O)c3)C23CCCCC3)c1	20%	5%	0%
O=C(CSc1nc(=O)n(CCCN2CCOCC2)c2c1CCC2)Nc1ccccc1F	4%	-1%	5%[0.505 µM]
COc1cc(Br)c(S(=O)(=O)Nc2c(C)n(C)n(-c3ccccc3)c2=O)cc1OC	-4%	-2%	2%
CC1C(=O)CCC2[C@]1(C)CCC1[C@]2(C)CC[C@@]2(C)C3CC(C)(C)CC[C@]3(C)CC[C@@]12C (stereo partly specified)	8%	.	8%[56.1 µM]
Cc1cc(OCC(=O)N(C)Cc2ccccc2)ccc1Br	-13%	-21%	.
CC(C)NC(=S)N/N=C/C1=CCC2CC1C2(C)C (stereo unspecified)	28%	-11%	5%
CC[C@H](C)[C@H](NS(=O)(=O)c1ccc(C)cc1)C(=O)N1CCC(C(=O)N[C@@H](C)C(=O)O)CC1	4%	-6%	2%
COc1ccc(S(=O)(=O)N2CCOC2CNC(=O)C(=O)NCC(C)C)cc1OC (stereo unspecified)	3%	4%	6%
CN(CCCC(=O)Nc1ccncc1)S(=O)(=O)c1ccc(Cl)cc1	-18%	-17%	2%
O=S(=O)(Nc1nc2n(n1)C(c1ccc(F)cc1)C=C(c1ccc(Cl)cc1)N2)c1ccccc1 (stereo unspecified)	.	9%	3%
COc1ccc(-c2cc(C(=O)Nc3ccc4c(c3)OCO4)no2)cc1OC	-2%	-3%&15%	-11%&-5%
Cc1ccc(S(=O)(=O)NN2C(=O)/C(=C/c3cccnc3)SC2=S)cc1	4%	1%	.

Among those listed so far, these contain two or more sulfur atoms.
SMILES	N370S GC mod	FEN1 inh	TDP1 block
Cc1cc(CSC(=N)N)c(CSC(=N)N)cc1C	-6%	8%	1%
Cn1c(Cc2csc(N)n2)nnc1SC/C=C/c1ccccc1	3%	-8%	7%
CC(/C=C1\SC(=S)N(NC(=O)c2ccc(C)cc2)C1=O)=C\c1ccccc1	2%	-6%	8%
O=C(NCCc1ccc(F)cc1)C(=O)NCC(c1ccco1)S(=O)(=O)c1cccs1 (stereo unspecified)	.	-1%	-8%
Cc1ccc(S(=O)(=O)CCc2nnc(NC(=O)c3cnccn3)s2)cc1	6%	11%	9%
CC1CC(C)CN(C(=O)CSc2nnc(N)s2)C1 (stereo unspecified)	-5%	-13%	-3%
CCC(C)NC(=O)CSc1nc2c(sc(=S)n2-c2cc(Cl)ccc2OC)c(=O)[nH]1 (stereo unspecified)	3%	0%	.
CCn1c(SCC(=O)Nc2cc(OC)ccc2OC)nc2c(c1=O)SCC2	-5%	0%	4%
O=S(=O)(NCCc1csc(-c2cccnc2)n1)c1ccc(Cl)s1	-8%	-5%	5%
Cc1ccc(S(=O)(=O)NN2C(=O)/C(=C/c3cccnc3)SC2=S)cc1	4%	1%	.

(next part)
SMILES	N370S GC mod	FEN1 inh	TDP1 block
O=S(=O)(N1CCCCC1)n1c(Cc2ccccc2)nc2ccccc21	?	-6%	2%
COc1ccc(CNC(=O)C/C(C)=N/NC(=O)c2ccc(OC)cc2OC)cc1	-1%	4%	6%[0.0935 µM]
CCOc1ccc(CNC(=O)c2ccc3nc(C(C)C)oc3c2)cc1	.	-11%	2%
Cc1ccc(NC(=O)Cn2c(=O)n(CCC(=O)NCc3ccc4c(c3)OCO4)c(=O)c3sccc32)c(C)c1	.	-4%	2%
O=C(Nc1nccs1)c1cccc(NC(=O)C2CC2)c1	2%	-5%	7%

Assay outcomes as filed in PubChem BioAssay.
